Assay outcomes deposited in PubChem BioAssay by National Center for Advancing Translational Sciences (NCATS).
ATXN2 expr inh: reduces ATXN2 reporter expression in HEK-293 cells; HEK-293 ATXN2-luciferase reporter, luminescence, 24 h; Potency, µM (highest dose often 57 µM), for the others: at the top dose activity change, negative = inhibition, most hits filed as inhibitors; 360,000 tested, 0.72% active; AID 1745845; also: potency is read from the fitted curve at half-maximal effect; % is scaled to controls: 0 for no effect and ±100 for the full control effect; nearly all actives have a fitted effect of over 55% in size
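ATXN2-luciferase reporter cells (luciferase flanked by upstream and downstream ATXN2 gene portions) were treated 24 h at 37 °C with compounds at up to 57 uM. SteadyGlo luminescence gave expression; GF-AFC fluorescence gave viability.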
IL1B secr inh: blocks inflammasome-driven IL-1 beta release | THP-1 LPS/ATP IL-1B secretion, AlphaLISA, 16 h; active compounds read low | activity change, % at 57.5 µM | 360,000 tested, 4.7% active; in the data active = activity change below about -50%; inconclusive = mostly about -30% to -49%; also: % is scaled to controls: 0 for no effect and ±100 for the full control effect
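Secreted IL-1B measured by AlphaLISA bead assay after 16 h compound exposure of THP-1 cells; compounds (final up to 57.5 uM) added 1 h before LPS (250 ng/mL) and ATP (1.25 mM) stimulation; lower signal means less secretion.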
WRN inhibitor: inhibitors of human WRN helicase; Q14191; WRN helicase unwinding, fluorescent forked duplex, kinetic; Potency, µM (highest dose often 114 µM), for inactives: top-dose activity change, negative = inhibition, usual class: inhibitors; 360,000 tested, 0.46% active; AID 651768; also: potency is read from the fitted curve at half-maximal effect; % is scaled to controls: 0 for no effect and ±100 for the full control effect; nearly all actives have a fitted effect of over 55% in size
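WRN at 20 nM final was preincubated with compound for 15 min at room temperature; reaction started with 100 nM forked duplex oligonucleotide carrying fluorophore and quencher plus 2 mM ATP (final). Unwinding followed kinetically by red fluorescence (ex 525/em 598 nm).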
MCF10A rerep: DNA re-replication induction in MCF 10a cells; MCF 10A DNA re-replication, Hoechst nuclear intensity, 48 h; Potency, µM (highest dose often 46.1 µM), without a hit: top-dose activity, positive = re-replication, hits mostly activators; 350,000 tested, 2.9% active; AID 624296; also: potency is read from the fitted curve at half-maximal effect; % of control where 0% means no effect; nearly all actives have a fitted effect of over 50% in size
KB-V1 cytotox: KB-V1 MDR subline cytotoxicity; KB-V1 MDR cells viability, CellTiter-Glo, 72 h; Potency, µM (doses to about 46.1 µM), inactives show at the highest dose activity change, negative = cytotoxicity, hits mostly cytotoxic; 400,000 tested, 3.4% active; AID 1347076; also: potency is read from the fitted curve at half-maximal effect; % is scaled to controls: 0 for no effect and ±100 for the full control effect; nearly all actives have a fitted effect of over 60% in size
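KB-V1 MDR subline cells in DMEM (phenol-red free, 10% FBS) exposed to compounds in qHTS concentration series for 72 h at 37 degrees C. Viability read by CellTiter-Glo luminescence; concentration-effect curves fitted after normalization and correction.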
HT1080NT lethal: kills 2HG-producing HT-1080-NT fibrosarcoma cells. HT-1080-NT fibrosarcoma viability, CellTiter-Glo ATP luminescence, 48 h. Potency, µM (titrated, usually from 46.1 µM), for the others: top-dose activity, negative = less viability, usual class: cytotoxic. 360,000 tested, 1.6% active;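 also: NT is the 2HG producing partner of a matched IDH1 knockdown line; potency is read from the fitted curve at half-maximal effect; 0% = DMSO-treated cells and -100% = media-only wells without cells; nearly all actives have a fitted effect of over 55% in size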
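Viability by CellTiter-Glo luminescence after 48 h compound exposure at 37C of HT-1080-NT cells (750/well, RPMI, 5% FBS). % activity scaled between DMSO wells and medium-only wells, then curve-fitted and categorized by curve class.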
SW480 rereplic: DNA re-replication induction in SW480 cells | SW480 DNA re-replication, Hoechst DNA content imaging, 48 h | Potency, µM (titrated, usually from 46.1 µM), for the others: top-dose re-replication activation, actives largely listed as activators | 340,000 tested, 1.8% active | AID 624297; also: potency is read from the fitted curve at half-maximal effect; % of control where 0% means no effect; nearly all actives have a fitted effect of over 55% in size
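Image-based DNA-content assay: after two days of treatment, nuclei were labelled with the DNA dye Hoechst and imaged, and hits were compounds raising the count of nuclei showing high fluorescence intensity.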
HT1080 IDH1KD tx: toxicity to HT-1080 IDH1 knockdown cells (counter line) | HT-1080 IDH1 knockdown viability, ATP luminescence, 48 h | Potency, µM (titrated, usually from 46.1 µM), inactives show at the top dose activity, negative = toxicity, actives largely listed as cytotoxic | 360,000 tested, 2% active | AID 686971;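 also: potency is read from the fitted curve at half-maximal effect; 0% = DMSO wells and -100% = cell-free medium wells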
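Using the IDH1-knockdown HT-1080 line run in the same batch and compound series as the NT line, viability after 48 h at 37 °C was determined by CellTiter-Glo luminescence and expressed as % activity.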
KB-3-1 tox: KB-3-1 parental cell cytotoxicity; Potency, µM (highest dose often 46.1 µM), without a hit: top-dose activity change, negative = cytotoxic, actives largely listed as cytotoxic; KB-3-1 viability, CellTiter-Glo ATP luminescence, 72 h; 400,000 tested, 1.4% active; also: potency is read from the fitted curve at half-maximal effect; % is scaled to controls: 0 for no effect and ±100 for the full control effect; nearly all actives have a fitted effect of over 60% in size
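Screening of KB-3-1 cells (DMEM, 10% FBS, phenol-red free) ran from lowest to highest compound concentration; after 72 h at 37 °C viability was read luminescently and curves fitted.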
* = called active by the depositor; i = inactive; ? = inconclusive; · = not tested or not shown; & = joins results of further samples; [ ] = another dose, or the depositor's remark. Unless noted, calls follow the shape of the dose curve; as a rule, active = well fitted curve in the direction sought with a large enough effect; inconclusive = small, poorly fitted or top-dose-only effect, or another doubt; inactive = no such curve, though single readings can be large; an effect the other way counts as inactive or inconclusive.

SMILES	ATXN2 expr inh	IL1B secr inh	WRN inhibitor	MCF10A rerep	KB-V1 cytotox	HT1080NT lethal	SW480 rereplic	HT1080 IDH1KD tx	KB-3-1 tox
CCSc1nnc(-c2ccc(C)cc2)c2ccccc12	-3%	-22	-15%	16%	?	-17%	1%	-20%	-11%
FC(F)(F)c1cnc(-n2cc[nH]c2=S)c(Cl)c1	0%	-7	-18%	-2%	4%	1%	-5%	-3%	0%
O=C(CSc1ccccc1F)NCCN1C(=O)CSC1=O	-3%	-2	7%	-3%	2%	-1%	-7%	1%	6%
CN(CCOc1ccc(Cl)cc1)C(=O)c1cc(-c2ccco2)nc2ccccc12	?	-81*	-18%	?	16µM*	-5%	-28%	-14%	8%
COc1ccc([C@H]2CC(=O)C=C(c3cc(Cl)ccc3OC)C2)cc1	-18%	6	-9%	?	?	?	?	?	?
CCCNC(=O)[C@@H]1CCCN1C(=O)[C@@H]1Cc2ccccc2CN1	32%[activator]	21	-3%	-3%	?	1%	-7%	4%	3%
COc1cccc(C(=O)/C=C/Nc2cc(C)ccc2O)c1	42%[activator]	-28	-9%	100%	?	-11%	18µM*	?	-11%
CCCCCc1ccc(-c2cn(Cc3ccc([N+](=O)[O-])cc3)nn2)cc1	5%	-25	-1%	31%	0%&-24%	9%	0%	21%	16%&-12%
CN1CCN(C(=S)NC(=O)c2ccc(C(C)(C)C)cc2)CC1	7%	2	-31%[57.1 µM]	0%	?	-12%	2%	-12%	-3%
CC(C)(C)OC(=O)N1Cc2ccccc2C[C@H]1C(=O)N1CCC[C@H]1C(=O)O	-3%	-3	5%	-2%	-1%	?	-1%	17%	-2%
O=C(COc1ccccc1[N+](=O)[O-])N/N=C/c1cccs1	21%	-4	2%	2%	4%	23%	1%	23%	6%
CC1CCc2c(sc(NC(=O)COC(=O)c3ccc(O)cc3)c2C#N)C1 (configuration not stated)	-5%	0	-15%	10%	-3%	-5%	5%	-3%	-7%
COc1ccc(C(C)C)cc1S(=O)(=O)Nc1cccnc1	·	-28	-3%	·	0%	?	·	3%	?
O=C(NCCc1ccc(Cl)cc1)C1CCC(=O)N1C1CCCC1 (configuration not stated)	0%	11	1%	-4%	-19%	0%	-11%	5%	-8%
COc1cccc(CNC(=O)c2cc(C)nc3ccccc23)c1	-20%	25	-3%	-1%	3%	13%	-12%	1%	11%
Cc1sc(NC(=O)C2=COCCO2)c(C#N)c1C	9%	-19	-12%	1%	12%	-18%	-116%[inhibitor]	-13%	12%
CC1C(=O)Nc2ccc(S(=O)(=O)N3CCN(c4cccc(Cl)c4)CC3)cc2NC1=O (configuration not stated)	?	19	-2%	2%	7%	-21%	5%	-2%	-25%
COc1cccc(CNC(=O)COC(=O)c2nn(C)c(=O)c3ccccc23)c1	2%	13	5%	-2%	5%	8%	-8%	2%	6%
Cc1onc(-c2ccccc2Cl)c1C(=O)Nc1cccc2nsnc12	10%	6	5%	29%	6%	2%	?	-2%	7%
CCOC(=O)[C@@H]1[C@H]2COc3ccc(Br)cc3[C@@H]2N2C(=O)N(c3ccc(C(F)(F)F)cc3)C(=O)[C@@]12C	1%	13	-9%	0%	-2%	3%	1%	-2%	?
Cc1nc(-c2cccc(NC(=O)C(C)Oc3ccccc3)c2)cs1 (configuration not stated)	-2%	i	-34%	2%	?	5%	-4%	-16%	0%
O=C(O)CCCC(=O)Nc1nc(-c2ccccc2)cs1	7%	8	5%	0%	6%	8%	2%	15%	16%
O=C(O)C1CCCN(S(=O)(=O)c2ccccc2[N+](=O)[O-])C1 (configuration not stated)	-13%	6	1%	-7%	?	-11%	1%	0%	18%
CCCc1ccc(C#N)c(SC2CC(=O)N(c3ccc(OC)cc3)C2=O)n1 (configuration not stated)	-1%[11.3 µM]	24	-23%	-1%	-21%	-1%	-10%	-1%	0%
Cc1nc(SCC(=O)NNC(=O)c2ccc(F)cc2)c2ccccc2n1	-2%	8	-4%	3%	?	-2%	-15%	-2%	6%
C#CCNCCS(=O)(=O)N(Cc1ccc(Br)cc1)[C@@H](CC(C)C)C(=O)O	11%	48	3%	?	7%	12%	-7%	0%	18%
Cc1cnc(C(=O)NC2CC(C)(C)Cc3c2cnn3-c2ccccc2)cn1 (configuration not stated)	7%	-5	-27%	?	?	-4%	3%	-29%	0%
Cc1cc(C(=O)N2CCC2(C)C(=O)Nc2ccc3[nH]ncc3c2)nn1C (configuration not stated)	0%	?	15%	·	9%	4%	·	20%	-10%
CC(Sc1nncs1)C(=O)NCC(=O)Nc1ccc(F)c(F)c1F (configuration not stated)	17%	1	-1%	7%	-1%	9%	-9%	11%	-2%
Cc1sc2nc(CSc3nnnn3-c3ccc(Cl)cc3)[nH]c(=O)c2c1C	-20%	4	?	?	-29%	-2%	?	-12%	4%
CCOC(=O)N1CCC(NC(=O)CC(NS(=O)(=O)c2ccc(C)cc2)c2ccco2)CC1 (configuration not stated)	-5%	-2	5%	-1%	3%	8%	-8%	11%	13%
CC(=O)NC1C(=O)Nc2c1cccc2C(F)(F)F (configuration not stated)	4%	0	-12%	-3%	0%	23%	-3%	19%	9%
O=c1ccc2cc(S(=O)(=O)N3CCN(c4ccccc4)CC3)ccc2o1	2%	9	-11%	4%	26%	3%	-2%	9%	8%
CCOc1ccccc1NC(=O)Nc1ccc(Cl)cc1	12%	-3	-19%	20%	23µM*	-10%	?	-2%	23µM*
Cn1c(=O)n(Cc2ccccc2)c(=O)c2c1nc1n2CCCN1CCc1ccccc1	-33%	19	-14%	?	2.3µM*	-13%	4%	-27%	3%
CCc1c(-c2cccc(OC)c2)ncn1Cc1cccc(-c2ccccc2)c1	·	-16	-2%	·	?	7.3µM*	·	?	?
COC(=O)CSc1nc(NC(C)=O)nc(C)c1Br	1%	31	8%	-4%	4%	4%	-7%	3%	8%
CN(C)C(CNC(=O)c1ccc(NS(=O)(=O)c2ccc3[nH]c(=O)[nH]c3c2)cc1)c1ccccc1 (configuration not stated)	3%	0	10%	1%	4%	11%	-8%	6%	17%
C=C(C)c1cccc(C(C)(C)NC(=O)Nc2nnc(C(C)C)s2)c1	·	65	-8%	14%	?	16%	-28%	1%	0%
C=CCn1c(Br)nc2c1c(=O)n(C)c(=O)n2C	3%	-3	6%	2%	3%	6%	-1%	-8%	0%
Cc1ccccc1C1(CCN2CCCCC2)CCOC(C)(C)C1 (configuration not stated)	-5%	-6	-17%[57.1 µM]	-4%	?	17%	-4%	19%	6%
CC1CCC(NC(=O)N(CCCl)N=O)CC1 (configuration not stated)	35%[activator]	-13	12%	24%&-2%	3%	1%	5%&0%	5%	0%
CCN(CC)C(=O)N1CCc2ccccc2C1CN1C(=O)c2ccccc2C1=O (configuration not stated)	1%	15	9%	-14%	-19%	1%	-1%	2%	0%
COc1ccc(-c2csc(C(C)(NC(C)=O)c3ccccc3)n2)cc1 (configuration not stated)	-2%	15	-2%	·	3%	17%	·	0%	0%
CCNc1nc(N)c(C(=O)C23CC4CC(CC(C4)C2)C3)s1	·	11	-4%	0%	17%	-6%	21%	-2%	5%
CCN(CC)c1ccc2c(-c3ccc(S(=O)(=O)O)cc3S(=O)(=O)[O-])c3ccc(=[N+](CC)CC)cc-3oc2c1	?	28	·	-18%	?	?	-3%	?	?
Cc1cc(F)ccc1S(=O)(=O)Nc1nc2ccccc2nc1Cl	-1%	-51*	-18%	148%	-24%	-9%	19%	-9%	?
CCOc1cc2nc3c4ccccc4n(C)c3nc2cc1OCC	·	0	0%	?	-2%	20%	?	12%	-17%

Of the compounds above, 2 contain a tert-butyl group.
SMILES	ATXN2 expr inh	IL1B secr inh	WRN inhibitor	MCF10A rerep	KB-V1 cytotox	HT1080NT lethal	SW480 rereplic	HT1080 IDH1KD tx	KB-3-1 tox
CN1CCN(C(=S)NC(=O)c2ccc(C(C)(C)C)cc2)CC1	7%	2	-31%[57.1 µM]	0%	?	-12%	2%	-12%	-3%
CC(C)(C)OC(=O)N1Cc2ccccc2C[C@H]1C(=O)N1CCC[C@H]1C(=O)O	-3%	-3	5%	-2%	-1%	?	-1%	17%	-2%

New compounds follow:
SMILES	ATXN2 expr inh	IL1B secr inh	WRN inhibitor	MCF10A rerep	KB-V1 cytotox	HT1080NT lethal	SW480 rereplic	HT1080 IDH1KD tx	KB-3-1 tox
Cc1ccc(Cn2nnc3c(=O)[nH]c(C4CCCN(C(=O)Nc5ccc(F)cc5F)C4)nc32)cc1 (configuration not stated)	7%	-10	-5%	-11%	0%	?	8%	?	-20%
Cn1c(SCC(=O)Nc2cc([N+](=O)[O-])ccc2F)nnc1C(F)(F)F	-2%	-15	-23%	-4%	?	0%	-3%	-1%	8%
Cc1ccc(Cn2c(CN3CCN(C(=O)c4ccco4)CC3)nc3c2c(=O)n(C)c(=O)n3C)cc1	1%	17	1%	5%	-3%	2%	-3%	-24%	-2%
O=C(CCCN1C(=O)c2ccccc2C1=O)NCc1cccnc1	-6%	-11	5%	-1%	-1%	18%	-8%	10%	1%
O=C(NCc1ccco1)c1ccc(NC(=O)C2COc3ccccc3O2)cc1 (configuration not stated)	-7%	-11	-35%	1%	6%	6%	-1%	5%	1%
CCCCC1CCC(C(=O)Nc2ccccc2N2CCOCC2)CC1 (configuration not stated)	·	31	-6%	2%	?	10%	4%	7%	-1%
Cc1ccc(NC(=O)COC(=O)/C=C/c2cccs2)cc1	2%	0	-10%	1%	?	9%	3%	6%	-5%
